# MRP reversal = compounds reversing MRP-mediated drug resistance | H69AR cells + 2 uM doxorubicin, CellTiter-Glo, 72 h | differential viability (reversal), % at 10 µM | 85,000 tested, 0.04% active | AID 602;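 active means viability drop by adding the cancer drug above about 55%, with treated viability meeting a 40% cutoff, limit read from the data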;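 further: viability without doxorubicin minus viability with 2 µM doxorubicin for each compound; larger differential means the compound sensitizes cells more to doxorubicin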
# IL1B NFkB inh = blocks IL-1B driven NFkB nuclear translocation in HUVEC cells | HUVEC IL-1B NFkB p65 nuclear translocation imaging | inhibition, % at 2 µM | 94,000 tested, 0.43% active;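 active means inhibition above about 30% together with a positive call from visual inspection of the well image, limit read from the data; inconclusive means inhibition above a set limit but visual check negative; inactive means inhibition not above a set limit, visual check negative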;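 further: nuclear over cytoplasmic p65 intensity ratio measured by imaging; 0% = IL-1B stimulated DMSO wells and 100% = unstimulated DMSO wells; values of inactives mirror those of a sister screen read the other way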
# IL1B NFkB pot = enhances IL-1B driven NFkB nuclear translocation. activation, % at 2 µM. HUVEC IL-1B NFkB p65 nuclear translocation imaging. AID 819. 94,000 tested, 0.3% active;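 active means activation above 40%, about the mean plus 3 SD, also judged a hit on visual image review; inconclusive means activation above 40% but not a hit on visual review; inactive means activation not above 40% and no visual hit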;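 further: percent activation is computed from the nuclear over cytoplasmic p65 intensity ratio; values of inactives mirror those of a sister screen read the other way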
# PLAP inhibition = PLAP enzyme inhibitors, biochemical, luminescence, HTS (AID 690). purified PLAP, luminescent substrate; higher % means a stronger effect. one-dose inhibition, % at 20 µM; IC50 in µM for titrated hits. 96,000 tested, 0.08% active; in the data active means a potency from the dose series; inactive means the rest, 99 in 100 with inhibition below about 30%; further: strong numbers were not always called active
# Bcl-B displacement = displacers of TR3 peptide from Bcl-B, primary screen, selectivity assay for Bfl-1 inhibitor project, biochemical, fluorescence polarization. one-dose displacement, % at 20 µM; IC50 in µM for titrated hits. FP displacement of FITC-TR3 peptide from Bcl-B; higher % means a stronger effect. 96,000 tested, 0.11% active;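 active means displacement above 50% at 20 µM plus a fluorescence interference ratio under 1.5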;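 further: plate controls were wells without compound for no effect and wells lacking Bcl-B protein for full effect; a part of the inactive calls stands beside numbers as strong as those of hits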
# MRP reversal cytotoxicity = second read-out of MRP reversal, no call of its own (marks repeat the call); viability, %; H69AR cells, CellTiter-Glo, 72 h; measured here: cytotoxicity without doxorubicin
# MRP reversal with doxorubicin = also measured in MRP reversal; calls as there; viability, %; measured here: viability with 2 uM doxorubicin; hits give low values
# IL1B NFkB inh cell count 2 µM = further read-out of IL1B NFkB inh, marked with its call; cell count; measured here: cells passing quality filter;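 raw number of nuclei counted in each imaged well without normalization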
# IL1B NFkB pot cell count 2 µM = second read-out of IL1B NFkB pot, no call of its own (marks repeat the call); cell count; measured here: cells passing quality filter
# Starred values were filed as active, the others as inactive; ? = inconclusive; · = no result given. These rows are one share of the data, so the mix of outcomes need not match the whole.
SMILES,MRP reversal,MRP reversal cytotoxicity,MRP reversal with doxorubicin,IL1B NFkB inh,IL1B NFkB inh cell count 2 µM,IL1B NFkB pot,IL1B NFkB pot cell count 2 µM,PLAP inhibition,Bcl-B displacement
Cc1ccc2nc(C3CCCN(C(=S)Nc4ccccc4C)C3)[nH]c2c1 (centres undefined),·,·,·,0,180,0,180,9%,-3%
C=CCOc1ccc(CNn2c(C)n[nH]c2=S)cc1OC,·,·,·,6,150,-6,150,-4%,1%
CCOc1ccc(NC(=O)CN2CCN(CC(=O)Nc3ccc(F)c(F)c3)CC2)cc1,-1,42,43,8,174,-8,174,-10%,0%
COc1ccc(-n2c(SC(CN3CCCCC3)CN3CCCC3=O)nc3ccccc3c2=O)cc1 (centres undefined),·,·,·,3,158,-3,158,-55%,0%
CC1CCCN(S(=O)(=O)c2cc(Cl)ccc2Cl)C1 (centres undefined),9,95,86,-17,166,17,166,-12%,-12%
COC(=O)c1ccc(C(=O)OC)c(NC(=O)CSc2nnc(-c3ccccc3Cl)o2)c1,·,·,·,-26,177,26,177,·,·
O=C(OCCCN1CCCC1)C1(c2ccccc2)CCCC1,2,90,88,4,187,-4,187,4%,-3%
COc1ccc(OC)c(S(=O)(=O)N(C)CC(=O)N2CCc3ccccc3C2)c1,·,·,·,-8,146,8,146,-29%,1%
Cc1ccc(CNC(=O)CSc2nc(C)cc(C)c2C#N)cc1,12,89,77,-3,90,3,90,9%,-3%
COc1ccc(Cn2c(/C=C/c3ccccc3)nc3ccccc32)cc1,·,·,·,·,·,·,·,10%,-3%
CCn1c(SCC(=O)NC2CCCCC2)nc2c(c1=O)SC(C)C2 (centres undefined),-33,39,72,-25,75,25,75,10%,0%
COc1ccc(N(C(C)C(=O)NCc2ccco2)S(C)(=O)=O)cc1 (centres undefined),5,99,94,6,110,-6,110,-43%,4%
COc1cccc(NC2=NCC(=O)N2Cc2cccs2)c1,1,91,90,-1,140,1,140,-2%,-3%
C=CCn1c(-c2cccc(OC)c2)nc2nc3ccccc3nc21,-26,34,60,-35,56,35,56,8%,5%
CCOC(=O)C1CCN(C(=O)C2CCCCC2)CC1,-1,99,100,-40,99,?,·,6%,-5%
COC(=O)c1cc(NC(=O)/C=C/c2ccc3c(c2)OCO3)cc(C(=O)OC)c1,·,·,·,-1,98,1,98,7%,-12%
O=C1c2cccc3cccc(c23)C(=O)N1OS(=O)(=O)c1ccccc1,·,·,·,-20,98,20,98,3%,3%
CCOC(=O)c1cc2c(s1)-c1c(C)cccc1OC2,-3,92,95,-3,177,3,177,-12%,-22%
Cc1cc(Oc2ccc(-c3ccccc3)cc2)n2ncnc2n1,1,53,52,·,·,·,·,-40%,3%
Cc1cc2nc(-c3ccc(NC(=O)C(C)C)cc3)oc2cc1C,·,·,·,-2,194,2,194,12%,-17%
CCOc1c2ccc(C(=O)NCC34CC5CC(CC(C5)C3)C4)cc2nn1CC,·,·,·,5,105,-5,105,-29%,-3%
COC(=O)c1nc(-n2nc(C)cc2C)ccc1Cl,27,99,72,-2,202,2,202,20%,-10%
CCOC(=O)c1ccc(Nc2c(CC)c(C)nc3ncnn23)cc1,10,95,85,-16,177,16,177,·,·
C1=CN2CCC1C(c1ccccc1)C2 (centres undefined),·,·,·,-14,138,14,138,11%,-5%
Cc1cccc2cc(C#N)c(SCC(=O)N3CCC(C)CC3)nc12,1,82,81,10,88,-10,88,3%,8%
CC(C)Oc1ccccc1-c1nc(SCC(=O)O)n[nH]1,-5,95,101,12,111,-12,111,17%,-6%
CCn1nc(C)c(NC(=O)/C=C/c2cnn(C)c2)c1C,·,·,·,2,206,-2,206,-2%,5%
O=C(CSc1nnc(Cc2cc(=O)[nH]c(=O)[nH]2)n1-c1ccc(F)cc1)N1CCCCC1,10,99,90,-3,191,3,191,-38%,14%
NC(=O)CSc1nc2sc(-c3ccccc3)cc2c(=O)n1N,·,·,·,-9,178,9,178,8%,0%
O=C(NCC1CCCO1)c1cccc(N2C(=O)C3C4C=CC(C4)C3C2=O)c1 (centres undefined),-23,71,94,10,144,-10,144,-18%,3%
CCn1c(=O)cc(SCC(=O)N2CCN(c3ccccn3)CC2)c2ccccc21,-8,56,64,·,·,·,·,12%,2%
O=C(Nc1cccc(O)c1)C1CCCN1C(=O)OCc1ccccc1 (centres undefined),16,106,91,·,·,·,·,8%,-2%
CN1c2ccsc2C(O)=C(C(=S)Nc2ccccc2)S1(=O)=O,4,90,86,10,35,-10,35,-6%,-15%
CCC(=O)N1CCN=C1SCc1ccccc1,-2,93,94,0,180,0,180,9%,4%
CC1(C)CC(=O)c2cc(C(=O)N3CCN(CCO)CC3)c(=O)n(-c3ccc(Cl)cc3)c2C1,13,103,90,-18,66,18,66,-5%,10%
CCOC(=O)C(C)Sc1nc2ccccc2c(=O)n1CC1CCCCC1 (centres undefined),8,82,75,-2,174,2,174,-66%,-1%
COc1ccc(S(=O)(=O)N2Cc3ccccc3CC2C(=O)Nc2ccc(O)cc2)cc1OC (centres undefined),-8,64,72,-5,66,5,66,-52%,-7%
O=C(Nc1ccccc1N1CCOCC1)c1ccccc1NS(=O)(=O)c1ccc(F)c(F)c1,·,·,·,-2,174,2,174,-10%,-7%
Cn1c(CNc2ccc(Cl)cc2)nc2ccccc21,-18,69,87,-10,164,10,164,34%,6%
CCN(c1cccc(C)c1)S(=O)(=O)c1c(C)[nH]c(=O)[nH]c1=O,9,101,92,-12,51,12,51,9%,-7%
CC1(Cc2ccc3c(c2)OCO3)NC(=O)NC1=O (centres undefined),-6,94,100,-1,114,1,114,-6%,1%
O=C(CCC(=O)NC1CC1)Nc1nnc(C2CCCCC2)s1,5,95,90,-6,136,6,136,8%,4%
Cc1noc(C)c1COc1ccc(C(=O)OCC(=O)Nc2ccc3ccccc3c2)cc1,-7,80,86,-4,8,4,8,-42%,-26%
CCN1C(=O)Cc2cc(S(=O)(=O)N3CCOCC3)ccc21,-6,87,92,2,172,-2,172,-23%,-4%
COc1ccc(N2CCN(c3nc4ccccc4n3CC(=O)c3ccccc3)CC2)cc1,2,81,79,·,·,·,·,-3%,4%
CCOc1ccccc1NC(=O)C(Sc1ccccc1)c1ccccc1 (centres undefined),·,·,·,-12,122,12,122,12%,-17%
N#C/C(C(=O)Oc1ccccc1)=C1/Nc2ccccc2-c2ccccc21,10,66,55,-2,167,2,167,-4%,-15%
CC1CCN(Cc2nc3c(c(=O)n(C)c(=O)n3C)n2CCCc2ccccc2)CC1,2,91,88,0,110,0,110,-47%,-3%
CCOC(=O)C1CCN(C(=O)c2cccc(NC(=O)C(CC)CC)c2)CC1,-1,81,82,12,100,-12,100,-2%,-13%
CC(=O)Nc1ccc(Oc2cc(C#N)c(C#N)cc2N2CCCCCC2)cc1,3,66,63,6,126,-6,126,·,·
CN(C)Cc1cn(CCC(=O)O)c2ccccc12,-3,99,103,-6,147,6,147,·,·
Nc1nc(SCc2c(F)cccc2Cl)[nH]c(=O)c1-c1ccccc1,1,86,85,-32,164,32,164,0%,-8%
COc1ccc(Cl)cc1C(=O)Nc1ccc(N(C)C(C)=O)cc1,3,62,59,-8,156,8,156,-89%,-2%
CCOC(=O)C1CCCN(S(=O)(=O)c2c(C)c(C)cc(C)c2C)C1 (centres undefined),0,71,71,-10,158,10,158,-29%,0%
COC(=O)C1CCN(C(=O)C23CCC(C)(C(=O)O2)C3(C)C)CC1 (centres undefined),8,100,92,-1,114,1,114,-14%,-3%
Cc1ccc(-c2ccc(=O)n(CC(=O)NCCCN3CCCCC3C)n2)cc1 (centres undefined),-4,72,76,3,132,-3,132,-30%,-11%
CCCc1nc(SCC(=O)N2CCc3ccccc32)c2c(=O)n(C)c(=O)n(C)c2n1,0,57,56,·,·,·,·,-12%,-6%
CCOC(=O)C(C(=O)OCC)C(C(=O)OCC)N1CCOCC1 (centres undefined),0,1,1,?,·,-39,99,-44%,0%
CCOc1ccccc1C(=O)N1CCCCC1C (centres undefined),3,94,91,-4,122,4,122,11%,-1%
CCCC(=O)Nc1cc(-c2nn(C)c(=O)c3ccccc23)ccc1OC,18,86,68,-16,65,16,65,-22%,8%

# New compounds follow
SMILES,MRP reversal,MRP reversal cytotoxicity,MRP reversal with doxorubicin,IL1B NFkB inh,IL1B NFkB inh cell count 2 µM,IL1B NFkB pot,IL1B NFkB pot cell count 2 µM,PLAP inhibition,Bcl-B displacement
CCC(C)(C)NC(=O)C(c1ccc(C)cc1)N(Cc1cccs1)C(=O)c1ccc2c(c1)OCCO2 (centres undefined),·,·,·,-9,104,9,104,-1%,4%
Cc1n[nH]c(=O)nc1NCc1ccccc1,-11,95,105,-7,120,7,120,8%,-3%
COC(=O)c1ccc(NC(=O)c2ccc(CN3CCOCC3)cc2)cc1,3,96,93,-17,130,17,130,16%,-8%
COCC(=O)Nc1c(C(=O)Nc2cccc(OC)c2)oc2ccccc12,·,·,·,5,95,-5,95,-17%,0%
CC(=O)c1ccc(NC(=O)c2cc3nc4c(c(C(F)(F)F)n3n2)CCCC4)cc1,·,·,·,0,181,0,181,-10%,-18%
Cc1cc(O)cc(=O)n1Cc1ccco1,·,·,·,-4,102,4,102,8%,1%
CC(C)(C)OC(=O)NCCCCCc1nnc(SCC(N)=O)o1,-6,96,102,-4,159,4,159,17%,4%
Cc1nc(N)c(C#N)c(-c2ccccc2)c1C,-1,83,84,-1,90,1,90,-1%,6%
Cc1nc(-n2nnc3ccccc32)c2c3c(sc2n1)CCCC3,2,74,73,-28,139,28,139,-50%,-11%
CCCCSC1(SCCCC)N=C(N)C2(C#N)C(c3ccccc3)NC(C)=C(C)C12C#N (centres undefined),12,80,68,-12,167,12,167,2%,0%

# Of the compounds above, these contain an aryl methoxy group:
SMILES,MRP reversal,MRP reversal cytotoxicity,MRP reversal with doxorubicin,IL1B NFkB inh,IL1B NFkB inh cell count 2 µM,IL1B NFkB pot,IL1B NFkB pot cell count 2 µM,PLAP inhibition,Bcl-B displacement
C=CCOc1ccc(CNn2c(C)n[nH]c2=S)cc1OC,·,·,·,6,150,-6,150,-4%,1%
COc1ccc(-n2c(SC(CN3CCCCC3)CN3CCCC3=O)nc3ccccc3c2=O)cc1 (centres undefined),·,·,·,3,158,-3,158,-55%,0%
COc1ccc(OC)c(S(=O)(=O)N(C)CC(=O)N2CCc3ccccc3C2)c1,·,·,·,-8,146,8,146,-29%,1%
COc1ccc(Cn2c(/C=C/c3ccccc3)nc3ccccc32)cc1,·,·,·,·,·,·,·,10%,-3%
COc1ccc(N(C(C)C(=O)NCc2ccco2)S(C)(=O)=O)cc1 (centres undefined),5,99,94,6,110,-6,110,-43%,4%
COc1cccc(NC2=NCC(=O)N2Cc2cccs2)c1,1,91,90,-1,140,1,140,-2%,-3%
C=CCn1c(-c2cccc(OC)c2)nc2nc3ccccc3nc21,-26,34,60,-35,56,35,56,8%,5%
COc1ccc(S(=O)(=O)N2Cc3ccccc3CC2C(=O)Nc2ccc(O)cc2)cc1OC (centres undefined),-8,64,72,-5,66,5,66,-52%,-7%
COc1ccc(N2CCN(c3nc4ccccc4n3CC(=O)c3ccccc3)CC2)cc1,2,81,79,·,·,·,·,-3%,4%
COc1ccc(Cl)cc1C(=O)Nc1ccc(N(C)C(C)=O)cc1,3,62,59,-8,156,8,156,-89%,-2%
CCCC(=O)Nc1cc(-c2nn(C)c(=O)c3ccccc23)ccc1OC,18,86,68,-16,65,16,65,-22%,8%
COCC(=O)Nc1c(C(=O)Nc2cccc(OC)c2)oc2ccccc12,·,·,·,5,95,-5,95,-17%,0%
